Assay outcomes from PubChem BioAssay.
GALK inhibitor: galactokinase (human) inhibition; Purified GALK, Kinase-Glo residual ATP luminescence; hit rate 0.007% among 270,000; Potency, µM (top dose mostly 57.5 µM), inactives show top-dose activity change, negative = inhibition, hits mostly inhibitors; P51570; also: potency is read from the fitted curve at half-maximal effect
Target sequence (P51570 whole entry, looked up): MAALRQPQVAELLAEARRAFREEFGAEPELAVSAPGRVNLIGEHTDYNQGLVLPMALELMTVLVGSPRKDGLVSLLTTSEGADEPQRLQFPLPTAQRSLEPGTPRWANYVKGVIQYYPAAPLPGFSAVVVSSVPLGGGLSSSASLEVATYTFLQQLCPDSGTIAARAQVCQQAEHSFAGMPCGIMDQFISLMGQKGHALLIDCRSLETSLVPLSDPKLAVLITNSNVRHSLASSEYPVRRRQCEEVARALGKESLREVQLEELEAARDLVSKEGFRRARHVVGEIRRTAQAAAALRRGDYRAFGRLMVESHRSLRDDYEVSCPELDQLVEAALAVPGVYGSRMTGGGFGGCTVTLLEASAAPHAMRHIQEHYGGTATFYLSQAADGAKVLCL
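Kinase-Glo Plus luminescence measured ATP left after a 1 h room-temperature reaction. The reaction used 5 nM GALK, 100 uM galactose and 35 uM ATP at pH 8.0 (20 mM HEPES, 5 mM MgCl2, 60 mM NaCl, 1 mM DTT, 0.01% BSA).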
FBPA coupling cs: inhibits coupling enzyme system, counter-screen for aldolase hits. AID 2472. activity change, negative = inhibition, % at 58.2 µM, hits read low. coupling enzyme system counterscreen, AmpLite Red fluorescence. hit rate 0.67% among 290,000; in the data active = activity change below about -30%
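First, compound is pin-transferred into glyceraldehyde-3-phosphate coupling-enzyme reagent at 57.5 uM final and held 10 min at RT. Next, substrate, coupling system and AmpLite Red are added. After 20 min RT, fluorescence (525/598 nm) is read.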
Chronic BCR inh: chronic active BCR signaling inhibition | ABC-DLBCL IkBa-CBG/CBR reporter, luminescence ratio, 4 h | Potency, µM (series often up to 46.1 µM), for inactives: at the highest dose ratio change, negative = lower green/red ratio, hits mostly inhibitors | hit rate 0.05% among 340,000; active = well fitted inhibition curve with a large enough effect in the signal ratio, with a control signal flat, not every such curve was filed as active; inconclusive = small, poorly fitted or top-dose-only effect, or effect the other way, or a change in a side signal; the % refers to the signal ratio;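 also: potency is read from the fitted curve at half-maximal effect; plate controls were basal doxycycline-induced cells for no effect and cells given 10 µM MG132 for full effect; MG132 reads +100%, hits lower the ratio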
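Doxycycline induced both beetle luciferases in TMD8 lymphoma cells; IKK-driven degradation limits the IkappaBalpha-fused green signal, while red luminescence normalises for cell number and nonspecific effects. Compounds tested up to 46 uM, 4 hrs.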
Giardia killer: Giardia lamblia killing; Giardia lamblia trophozoite viability; activity change, % at 7.66 µM, hits read low; hit rate 0.15% among 340,000; AID 540267; in the data active = activity change below about -80%; inconclusive = between about -30% and that limit;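 also: parasites exposed to compound for two days anaerobically before the ATP read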
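Killing of trophozoites was scored by loss of ATP luminescence after a 48 hrs anaerobic exposure to compounds at 37 deg C, using 100 cells per well.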
USP2a block: USP2a (human) protease inhibition; O75604; USP2 core, Ub-CHOP2 coupled fluorogenic reporter, 485/531; Potency, µM (top dose mostly 38.3 µM), inactives show at the top dose activity change, negative = inhibition, usual class: inhibitors; hit rate 0.01% among 330,000; AID 463254;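 also: potency is read from the fitted curve at half-maximal effect; plate controls were DMSO wells for no effect and full inhibition by NEM control for full effect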
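USP2 core (10nM final) preincubated 30min RT with compound in 20mM Tris-HCl pH 8.0, 2mM CaCl2, 2mM beta-mercaptoethanol, 0.05% CHAPS; 25nM Ub-CHOP2 plus 25nM reporter substrate added, fluorescence (Ex485/Em531) read after 60min.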
Eya2 phos inh: Eya2 (human) phosphatase inhibition | O00167 | recombinant Eya2, OMFP fluorescence dephosphorylation (OMFP is methylfluorescein phosphate) | Potency, µM (titrated, usually from 76.9 µM), for inactives: at the top dose activity, negative = inhibition, actives largely listed as inhibitors | hit rate 0.006% among 330,000; also: potency is read from the fitted curve at half-maximal effect
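Eya2 protein (added as 0.2 uM solution) was preincubated with compound for 10 min at ambient temperature in 50 mM HEPES pH 7.5, 50 mM NaCl, 5 uM MgCl2, 0.05% BSA, 1 mM DTT. OMFP (added at 50 uM) then reacted 10 min; fluorescence read at 485/525 nm.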
B2AR arrestin: beta2AR (human) beta-arrestin recruitment activity; P07550; beta-arrestin recruitment to beta2AR, cell-based reporter; Potency, µM (doses to about 46.1 µM), without a hit: at the highest dose activation, hits mostly activators; hit rate 0.02% among 330,000; AID 492947;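 also: potency is read from the fitted curve at half-maximal effect; 0% = DMSO controls and full agonism = EC100 isoproterenol or metaproterenol; nearly all actives have a fitted effect of over 65% in size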
KCNH2 WT inh: blocks the wildtype human KCNH2 potassium channel; AID 720551; U2OS, BacMam KCNH2, thallium flux FluxOr; hits give low values; activity change, % at 1.84 µM; hit rate 0.37% among 340,000;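 active = maximum activity change below -70%; inconclusive = maximum activity change between -70% and -50%; inactive = maximum activity change above -50%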
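U2OS cells were transduced with wild-type KCNH2 virus (2.03 x 10^8 / mL) for 4 h at room temperature, then cultured overnight at 37 C. Thallium flux was read with FluxOr dye. Rate constants were normalized to DMSO controls.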
PKM2 activator: activators of human pyruvate kinase M2 | Potency, µM (series often up to 57.5 µM), for inactives: at the highest dose activation, most hits filed as activators | P14618 | purified PKM2, Kinase-Glo ATP luminescence, activation; response scale: 0% is enzyme alone, no compound | AID 1631 | hit rate 0.34% among 260,000; also: potency is read from the fitted curve at half-maximal effect; nearly all actives have a fitted effect of over 55% in size
Target sequence (P14618 whole entry, looked up): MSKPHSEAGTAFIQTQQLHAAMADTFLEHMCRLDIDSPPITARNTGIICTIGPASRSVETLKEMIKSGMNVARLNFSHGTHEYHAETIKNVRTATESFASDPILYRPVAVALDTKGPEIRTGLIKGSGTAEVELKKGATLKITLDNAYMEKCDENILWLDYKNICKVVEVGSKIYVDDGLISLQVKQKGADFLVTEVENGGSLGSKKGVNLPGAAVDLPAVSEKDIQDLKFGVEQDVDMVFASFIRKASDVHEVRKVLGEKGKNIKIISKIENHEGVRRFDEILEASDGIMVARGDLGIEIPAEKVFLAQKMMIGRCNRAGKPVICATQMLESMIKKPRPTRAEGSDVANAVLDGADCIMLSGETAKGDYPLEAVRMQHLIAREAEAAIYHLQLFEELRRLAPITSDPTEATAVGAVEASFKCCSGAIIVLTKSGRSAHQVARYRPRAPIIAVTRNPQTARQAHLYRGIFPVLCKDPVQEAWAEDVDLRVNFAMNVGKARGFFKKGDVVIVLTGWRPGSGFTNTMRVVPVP
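ATP formation by purified human PK-M2, quantified via coupled luciferase luminescence after 1 h at room temperature with 0.1 mM ADP and 0.5 mM PEP final.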
uPA surface inh: cell surface uPA generation inhibition; Potency, µM (top dose mostly 38.3 µM), without a hit: at the highest dose activity change, negative = inhibition, usual class: inhibitors; cell surface uPA generation assay, qHTS; hit rate 0.31% among 330,000; active = well fitted inhibition curve with a large enough effect; inconclusive = small, poorly fitted or top-dose-only effect; inactive = no such curve, though single readings can be large or run the other way; tested in mouse RAW 264.7 cells; also: potency is read from the fitted curve at half-maximal effect; nearly all actives have a fitted effect of over 55% in size
KCNH2 3.1 inh: blocks the human KCNH2 3.1 channel isoform. U2OS KCNH2 3.1, thallium flux FluxOr; hits give low values. activity change, % (tested at about 1.8 µM). hit rate 0.95% among 340,000. AID 720553;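 active = maximum activity change below -70%; inconclusive = maximum activity change from -70% to -50%; inactive = maximum activity change above -50%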;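 also: thallium influx rate constant from kinetic fluorescence after stimulation buffer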
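Channel expression came from 3.1 mutant virus (1.77 x 10^8 /mL) applied to suspended U2OS cells for 4 h. Flux was tracked with FluxOr dye plus Red40 quencher, and kinetic rate constants normalized to controls.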
* = called active by the depositor; i = inactive; ? = inconclusive; / = no result given; & = joins results of further samples. Unless noted, calls follow the shape of the dose curve; as a rule, active = well fitted curve in the direction sought with a large enough effect; inconclusive = small, poorly fitted or top-dose-only effect, or another doubt; inactive = no such curve, though single readings can be large; an effect the other way counts as inactive or inconclusive. Unless noted, % is scaled to controls: 0 for no effect and ±100 for the full control effect.

SMILES	GALK inhibitor	FBPA coupling cs	Chronic BCR inh	Giardia killer	USP2a block	Eya2 phos inh	B2AR arrestin	KCNH2 WT inh	PKM2 activator	uPA surface inh	KCNH2 3.1 inh
CCOc1ccc(CCNC(=O)COC(=O)Cn2cnc3ccccc3c2=O)cc1OCC	-1%	0	-6%	12	3%	-13%	0.0%	3	1%	-8%	1
O=[N+]([O-])c1ccc(N2CCN(S(=O)(=O)c3ccccc3)CC2)c2cccnc12	-1%	1	-4%	5	1%	-3%	0.2%	14	0%	-5%	-24
COc1cccc(N2CCN(S(=O)(=O)c3ccc4c(c3)N(C(C)=O)CCO4)CC2)c1	0%	2	-1%	4	3%	7%	0.5%	-15	/	-8%	-8
COc1ccc(C)cc1S(=O)(=O)N1CCCC(C(=O)N2CCN(c3ccccc3F)CC2)C1 (stereo unspecified)	-5%	-4	1%	15	-1%	0%	2.5%	16	-1%	-2%	9
COc1ccc(NC(=O)CSCC(=O)Nc2nnc(C)s2)cc1	/	/	-3%	-1	3%	-3%	-0.1%	-1	/	7%	11
CCn1c(CCNC(=O)c2ccccc2Cl)n[nH]c1=S	0%	2	3%	-13	5%	-36%	-3.0%	1	1%	-1%	-7
Cc1ccc(SCC(=O)NC(=O)NCc2ccco2)c(C)c1	1%	0	0%	23	1%	-15%	-0.5%	-3	11%	1%	-3
CNc1ccccc1C(C)(C)c1cc(-c2cccc([N+](=O)[O-])c2)no1	-2%	-1	-9%	11	3%	-10%	-0.1%	-5	-4%	-4%	-13
Cc1ccccc1CNC(=O)CCC(=O)N1CCOc2ccc(Cl)cc21	/	1	?	-5	0%	-3%	-2.5%	-4	-1%	19%	-30
CCCCCC(=O)Nc1nnc(CCc2ccccc2)s1	-4%	-5	3%	10	2%	2%	-0.6%	6	-4%	-1%	-19
COc1ccc(N(CC(=O)Nc2cc(Cl)ccc2OC)S(=O)(=O)c2c(C)noc2C)cc1	-1%	-1	-12%	19	3%	10%	0.3%	-4	1%	-9%	-8
CCOC(=O)c1ccc(NC(=O)CCNS(=O)(=O)c2cc(Br)cnc2N)cc1	6%	/	6%	0	0%	-6%	-0.9%	-6	/	4%	-6
Cc1c(C(=O)N(CC(C)C)c2c(N)n(Cc3ccccc3)c(=O)[nH]c2=O)sc2nc3n(c(=O)c12)CCC3	/	/	?	-3	3%	4%	-0.2%	-14	/	8%	1
COc1ccc(/C=C2\SC(=O)N=C2N)cc1	-4%	-1	-1%	-1	1%	6%	5.3%	-214*	3%	-4%	-16
COc1ccc(-c2noc(CNC(=O)C(C)Oc3ccccc3)n2)cc1 (stereo unspecified)	5%	1	-2%	-5	-1%	-1%	0.5%	-3	-5%	9%	0
O=C(Nc1ccc(F)cc1)c1ccc(Br)c(S(=O)(=O)N2CCOCC2)c1	-1%	-4	-8%	-6	0%	-2%	-0.8%	-1	/	-7%	-2
COC(=O)c1ccc(NC(=O)C(=O)c2c[nH]c3ccccc23)cc1	-5%	-2	?	?	-1%	11%	-0.2%	-8	-1%	5%	-6
S=c1[nH]cnc2sc(-c3ccccc3)cc12	1%	3	?	-8	-1%	-4%	?	-23	-11%	6%	-2
CCOC(=O)C1=C(C)NC(=O)NC1c1cccc(O)c1 (stereo unspecified)	0%	3	/	16	/	/	/	-2	-1%	/	26
CCOC(=O)CCNC(=O)N1CCC(CCC(=O)NCc2ccc(F)cc2)CC1	-5%	0	-1%	-9	-2%	?	-1.0%	2	4%	1%	3
CCOC(=O)Nc1ccc(S(=O)(=O)Nc2nccc(C)n2)cc1	0%	0	-20%	-10	2%	10%	-1.6%	-2	-1%	-1%	-8
O=C(COC(=O)c1cnccn1)NCc1ccc(Cl)cc1	0%	1	-1%	5	-2%	12%	-0.3%	-6	1%	1%	0
O=C(Cn1cccn1)N1CCCC(N2CCN(c3cccc(C(F)(F)F)c3)CC2)C1 (stereo unspecified)	-3%	0	1%	-2	0%	0%	0.0%	-2	-6%	5%	1
CN1C(=S)SC(N2OC3C(=O)N(c4ccccc4)C(=O)C3C2c2ccccc2)C1(C)C (stereo unspecified)	1%	4	-2%	/	1%	-18%	0.4%	/	2%	/	/
O=C(NCC1CCCN(Cc2cccc(C(F)(F)F)c2)C1)c1ccc(F)cc1 (stereo unspecified)	6%	-2	-11%	7	-2%	-9%	0.1%	15	-18%	-23%	20
CC(C)COP(=O)(CNC(=O)CN1C(=O)c2ccccc2S1(=O)=O)OCC(C)C	1%	-2	-5%	-16	4%	3%	0.2%	-6	-9%	1%	0
Cc1ccc(N(C(=O)c2cccs2)C2C=CS(=O)(=O)C2)cc1 (stereo unspecified)	3%	12	8%	10	0%	0%	-0.6%	10	1%	-1%	-3
Cc1ccc(C)c(S(=O)(=O)NCCN2CCOCC2)c1	3%	4	12%	10	1%	-7%	-0.4%	-6	/	1%	1
COc1ccc(Nc2ccccc2C(=O)O)cc1	-1%	9	-2%	-6	0%	15%	-0.2%	4	20%	-6%	-2
CC(=C\C(=O)O)/C(=C\c1cccc2ccccc12)C(=O)O	-6%	14	?	23	0%	-29%	-0.7%	2	-1%	2%	-9
O=C1COc2ccc(C(=O)COC(=O)c3c(F)cccc3Cl)cc2N1	/	/	0%	-8	1%	16%	-0.2%	-5	/	7%	3
CCOc1ccccc1C(=O)N/N=C/c1ccoc1	-2%	/	0%	-14	3%	-4%	-1.0%	-1	-3%	2%	8
CC1CCN(c2nc(-c3ccc(F)cc3)cc(C(F)(F)F)n2)CC1	-1%	1	4%	10	0%	20%	-0.5%	-19	0%	7%	-3
Cc1ccc(C)c(NC(=S)N2CCN(S(=O)(=O)c3ccccc3)CC2)c1	0%	2	0%	4	-2%	-4%	0.0%	6	1%	-1%	/
CCN(c1ccccc1)S(=O)(=O)c1ccc(N2CCN(c3ccc(O)cc3)CC2)nc1	/	/	?	18	-8%	-3%	-0.2%	1	/	-4%	-26
COc1ccc(/C=C(\NC(=O)c2ccccc2)C(=O)N/N=C/c2cccnc2)cc1	1%	3	-7%	-10	1%	0%	0.0%	-9	-7%	-1%	5
COc1cc(NC(=O)/C=C/c2ccccc2[N+](=O)[O-])cc(OC)c1	4%	1	?	12	1%	-11%	0.2%	-7	-4%	4%	11
CCOc1ccc(C(=O)Nc2sc3c(c2C(=O)OC)CC(C)(C)NC3(C)C)cc1	-1%	1	-1%	-2	6%	1%	-0.7%	27	3%	11%	0
CCN(CC)Cc1cc2[nH]c3c4ccc(Cl)cc4ncc3c2cc1OC	-2%	-4	?	-19&-2	1%	3%	0.7%	-2	-2%	11%	10
COc1ccc(C(C)=O)cc1CSCC(=O)O	4%	-1	-4%	2	-1%	-4%	-0.1%	2	1%	-3%	2
COc1ccc(C(=O)N/N=C(/C)c2cccc(NC(=O)C(F)(F)F)c2)cc1	0%	2	-16%	0	4%	1%	0.0%	0	1%	-2%	0
COc1cc(/C=C/C(=O)Nc2ccc3nc4n(c(=O)c3c2)CCCC4)cc(OC)c1OC	1%	1	-6%	16	-1%	-5%	-0.4%	4	-1%	-8%	-37
CCN1C(=O)c2cccc3c(NS(=O)(=O)c4ccc(NC(C)=O)cc4)ccc1c23	1%	-17	?	13	-5%	-3%	-0.8%	-10	-2%	-6%	12
CCOc1ccc2nc(SCc3ccccc3C#N)sc2c1	5%	-4	?	8	-1%	-2%	0.3%	5	-4%	-4%	25
CCCOC1CCCN(Cc2cn(C)nc2-c2ccccc2F)C1 (stereo unspecified)	1%	-3	-1%	-12	1%	4%	0.0%	i	0%	-4%	7
CCOc1ccc(C(=O)NCC(=O)Nc2ccncc2)cc1OCC	/	/	-3%	-12	0%	-3%	0.1%	-13	/	3%	16
O=C(COC(=O)c1ccc(CN2CCCC2=O)cc1)Nc1ccc(F)cc1	/	/	1%	-3	3%	13%	-0.2%	-6	/	13%	15
CCN(CC)C(=O)Cn1c(=O)c2ccccc2n2c(=S)sc(-c3cccc(C)c3)c12	-3%	3	-7%	15	2%	0%	-0.3%	2	-1%	-6%	11
COCCNc1nc(-c2cc(C)c(C)cc2C)cs1	0%	-8	-4%	-9	-4%	-4%	0.3%	-12	4%	3%	-11
CCOC(=O)c1ccc(-n2c(CCC(=O)O)ccc2-c2ccccc2)cc1	0%	15	?	-6	-1%	-21%	-0.5%	2	/	7%	-16
COc1cccc(NC(=S)NCCc2ccccn2)c1	1%	-1	-9%	-7	-1%	10%	-0.1%	/	10%	-2%	-3
Cn1c(=O)c2c(nc(SCC(=O)NC34CC5CC(CC(C5)C3)C4)n2C)n(C)c1=O	-3%	1	3%	1	0%	4%	0.3%	-18	-4%	/	0
